JMJD2A Tudor: qHTS Assay for Inhibitors of JMJD2A-Tudor Domain | Potency, µM (highest dose often 114 µM), for inactives: at the highest dose activity change, negative = inhibition, actives largely listed as inhibitors | AID 504339, 2011 | AlphaScreen JMJD2A-Tudor / H3K4me3 peptide binding | Lysine-specific demethylase 4A (Homo sapiens), O75164 | 390,000 compounds, 4.4% hits; note: potency is the fitted concentration of half-maximal effect; % is set by controls: 0 for no effect and ±100 for the full control effect; nearly all actives have a fitted effect of over 50% in size
PI4K2A inh: qHTS for small molecular inhibitors of PI4K2A. Phosphatidylinositol 4-kinase type 2-alpha (Homo sapiens), Q9BTU6. purified PI4K2A, ADP-Glo luminescence, 1 h; active compounds read low. activity change, negative = inhibition, % at 76.9 µM. 420,000 compounds, 0.13% hits. AID 1346378, 2018; in the data active = activity change below about -50%; inconclusive = mostly about -30% to -49%;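 note: -100% = wells without enzyme as full effect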
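PI4K2A activity was measured by ADP-Glo luminescence: enzyme (4 ug/mL stock) and phosphatidylinositol (1.2 mM stock) in Tris pH 7.5/MgCl2/EGTA/Triton X-100 buffer were reacted with ATP (300 microM stock) for one hour at ambient temperature.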
BAZ2B block: qHTS Assay for Inhibitors of BAZ2B. Bromodomain adjacent to zinc finger domain protein 2B (Homo sapiens), Q9UIF8. AlphaScreen BAZ2B-H3K14Ac peptide displacement. Potency, µM (doses to about 114 µM), without a hit: at the top dose activity change, negative = inhibition, most hits filed as inhibitors. 360,000 compounds, 4.4% hits. AID 504333, 2011; note: potency is the fitted concentration of half-maximal effect; % is set by controls: 0 for no effect and ±100 for the full control effect; nearly all actives have a fitted effect of over 60% in size
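Complex of BAZ2B and biotin-H3K14Ac (50 nM apiece) forms over 30 min at RT, then faces library compounds up to 110 uM for another 30 min; AlphaScreen beads added, 20 min dark incubation, luminescence read.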
HP1b chromo inh: HTS for Inhibitors of HP1-beta Chromodomain Interactions with Methylated Histone Tails. Chromobox protein homolog 1 (Homo sapiens), P83916. AlphaScreen HP1-beta / biotin-H3K9me3 peptide binding. Potency, µM (highest dose often 114 µM), for inactives: at the top dose activity change, negative = inhibition, usual class: inhibitors. 390,000 compounds, 0.56% hits. AID 540317, 2011; note: potency is the fitted concentration of half-maximal effect; nearly all actives have a fitted effect of over 70% in size; inactives centre near 23
Target sequence (P83916 whole entry, looked up): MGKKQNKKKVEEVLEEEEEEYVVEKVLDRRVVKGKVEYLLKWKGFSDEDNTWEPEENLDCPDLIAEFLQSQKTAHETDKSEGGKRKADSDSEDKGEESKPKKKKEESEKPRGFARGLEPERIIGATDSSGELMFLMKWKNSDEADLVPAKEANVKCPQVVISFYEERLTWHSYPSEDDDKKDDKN
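AlphaScreen: HP1-beta (50 nM) preformed 30 min with biotin-H3(1-18)K9me3 peptide (50 nM) in PBS pH 7.4, 0.01% Tween-20. Compound added for 30 min at RT, then streptavidin donor/nickel chelate acceptor beads (10 ug/mL) for 30 min.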
Tb PGK inh: qHTS Assay to Find Inhibitors of Phosphoglycerate Kinase | PGK/GAPDH coupled, Kinase-Glo luminescence, 60 min | Potency, µM (series often up to 57.5 µM), for the others: at the top dose activity change, negative = inhibition, most hits filed as inhibitors | 380,000 compounds, 0.043% hits | AID 602233, 2012; note: potency is the fitted concentration of half-maximal effect; % is set by controls: 0 for no effect and ±100 for the full control effect; nearly all actives have a fitted effect of over 60% in size
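Recombinant glycosomal PGK reaction used 1,3-bisphosphoglycerate generated in-well by GAPDH (100nM final) in 100mM TEA pH 7.6, 5mM MgCl2, 0.01% Tween-20. After 60 minutes at room temperature, ATP was read by Kinase-Glo Plus luminescence end-point.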
G9a inh: qHTS Assay for Inhibitors of Histone Lysine Methyltransferase G9a | Histone-lysine N-methyltransferase EHMT2 (Homo sapiens), Q96KQ7 | G9a H3K9 monomethylation, AlphaScreen, 2 h | Potency, µM (top dose mostly 102 µM), for the others: top-dose activity, negative = inhibition, most hits filed as inhibitors | 350,000 compounds, 8.8% hits | AID 504332, 2011; note: potency is the fitted concentration of half-maximal effect; % is set by controls: 0 for no effect and ±100 for the full control effect; nearly all actives have a fitted effect of over 75% in size
Target sequence (Q96KQ7 913-1193 limits assumed): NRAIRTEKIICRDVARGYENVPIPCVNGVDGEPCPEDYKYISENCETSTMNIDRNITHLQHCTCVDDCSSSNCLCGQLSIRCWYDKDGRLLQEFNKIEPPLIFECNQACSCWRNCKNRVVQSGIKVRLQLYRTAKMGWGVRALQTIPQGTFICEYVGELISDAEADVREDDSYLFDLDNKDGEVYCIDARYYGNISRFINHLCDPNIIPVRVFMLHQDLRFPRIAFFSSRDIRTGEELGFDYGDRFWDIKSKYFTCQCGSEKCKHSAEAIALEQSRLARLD
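Signal arises when biotinylated H3K9 peptide, once monomethylated, bridges streptavidin donor and antibody-captured acceptor beads. Enzyme at 20 nM was preincubated 15 min with test compounds; peptide 500 nM and SAM 20 uM then reacted for 2 h.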
POLH inh: qHTS for Inhibitors of Polymerase Eta; DNA polymerase eta (Homo sapiens), Q9Y253; recombinant Pol eta, fluorescent DNA replication assay; Potency, µM (doses to about 114 µM), for the others: top-dose activity change, negative = inhibition, actives largely listed as inhibitors; 390,000 compounds, 1.2% hits; note: potency is the fitted concentration of half-maximal effect; % is set by controls: 0 for no effect and ±100 for the full control effect
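Pol eta at 10 nM preincubated with compounds 15 min at room temperature; reaction started with fluorescent substrate (50 nM final) and read kinetically at 0 and 10 min.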
Pin1 inh: qHTS Assay to Find Inhibitors of Pin1 | Pin1 FP peptide displacement, HiFluor488, 10 min | Potency, µM (series often up to 115 µM), inactives show at the top dose activity, negative = inhibition, usual class: inhibitors | 390,000 compounds, 0.009% hits; active = well fitted inhibition curve with a large enough effect in the polarisation, with a control signal flat, not every such curve was filed as active; inconclusive = small, poorly fitted or top-dose-only effect, or effect the other way, or a change in a side signal; inactive = no such curve, though single readings can be large or run the other way; the % refers to the polarisation; note: potency is the fitted concentration of half-maximal effect; % is set by controls: 0 for no effect and ±100 for the full control effect
Target sequence (Q13526 whole entry, looked up): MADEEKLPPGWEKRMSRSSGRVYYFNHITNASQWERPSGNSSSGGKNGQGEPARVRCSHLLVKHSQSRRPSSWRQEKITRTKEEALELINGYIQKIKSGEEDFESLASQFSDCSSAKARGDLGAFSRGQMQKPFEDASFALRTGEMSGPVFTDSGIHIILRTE
GLS inh: qHTS for Inhibitors of Glutaminase (GLS). AID 624170, 2012. Glutaminase kidney isoform, mitochondrial (Homo sapiens), O94925. 410,000 compounds, 0.21% hits. Potency, µM (doses to about 45.5 µM), for the others: at the highest dose activity change, negative = inhibition, usual class: inhibitors. GLS enzymatic activity, qHTS titration; note: potency is the fitted concentration of half-maximal effect; % is set by controls: 0 for no effect and ±100 for the full control effect
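hKGA; 45 mM KH2PO4 pH 8.2 + 0.02% Tween-20; cpd via pin tool; 1 mM Gln soln; GluOx/HRP/Amplex Red; RT 30 min; fluor. t0 & final.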
An asterisk follows results filed as active; i = inactive; ? = inconclusive; . = not tested or not shown; [ ] = dose if it differs, or a comment. Unless noted, calls come from the whole dose curve; as a rule, active = well fitted curve in the direction sought with a large enough effect; inconclusive = small, poorly fitted or top-dose-only effect, or another doubt; inactive = no such curve, though single readings can be large; an effect the other way counts as inactive or inconclusive.

SMILES | JMJD2A Tudor | PI4K2A inh | BAZ2B block | HP1b chromo inh | Tb PGK inh | G9a inh | POLH inh | Pin1 inh | GLS inh
C/C(=N\NS(=O)(=O)c1ccc(C)cc1)c1ccc(C)o1 | -14% | 0 | ? | 29% | -7% | ? | -6% | -1% | 0%
COc1ccc(/C=C2\CCc3c2nc2ccccc2c3C(=O)O)cc1OC | -5% | -12 | -2% | 46%[activator] | -13% | ? | 20µM* | ? | 11µM*
Cc1ccc(C(=O)c2ccccc2C(=O)Nc2ccccc2)cc1 | -33% | -4 | 8% | 27% | 0% | 1%[2.33 µM] | -20% | -3% | 4%
CN1CCN(S(=O)(=O)c2ccc(NC(=O)c3cccs3)cc2)CC1 | -29% | -6 | 1% | 19% | -11% | -3%[59 µM] | 3% | 1% | 6%
c1cc(-c2cccs2)nc(-c2cccs2)c1 | 5% | 3 | 121%[activator] | 40%[activator] | -1% | 233%[activator] | -7% | 4% | -7%
O=C(O)c1ccc(S(=O)(=O)N[C@H](Cc2ccc([N+](=O)[O-])cc2)C(=O)O)cc1 | ? | . | -37% | . | . | -24%[12.7 µM] | . | -9% | .
Cc1cccc(-n2c(C)cc(/C=N/O)c2C)c1 | ? | -6 | ? | ? | i | -14%[59 µM] | -20% | -5% | 15%
CC(=O)Nc1ccc(S(=O)(=O)N(Cc2ccco2)Cc2cc3ccccc3[nH]c2=O)cc1 | -18% | -6 | -31% | 55%[activator] | -8% | 35µM* | -5% | 8% | -2%
CC(NC(=O)C1CCC(CNc2c(N3CCOCC3)c(=O)c2=O)CC1)c1ccccc1 (stereo not drawn) | -1% | -2 | 7% | 36% | -2% | 1% | -5% | -6% | 24%
Cn1c(=O)c2c(nc(NCC3CCCO3)n2C)n(C)c1=O (stereo not drawn) | -13% | -5 | 2% | 38%[activator] | 7% | 8%[12.7 µM] | -9% | -5% | 11%
CCOC(=O)C1(C)/C(=N/Nc2ccccc2Cl)C(=O)C(=O)N1c1ccccc1 (stereo not drawn) | 40µM* | -7 | 50µM* | ? | -8% | 3.5µM* | -4% | 0% | 16%
CN(C)c1ccc(S(=O)(=O)N2CCC(Cc3ccccc3)CC2)cn1 | -4% | -2 | . | 24% | -7% | . | 0% | -4% | 2%
Nc1nonc1C(=O)NCCNS(=O)(=O)c1ccc(Br)cc1 | 7% | -2 | 9% | 14% | -2% | 20%[59 µM] | 2% | 2% | -11%
c1ccc(Cn2nnnc2C(c2cccs2)N2CCOCC2)cc1 (stereo not drawn) | -23% | -5 | ? | 21% | -1% | -39%[59 µM] | -19% | -1% | 15%
O=C(CCNS(=O)(=O)c1ccc(Br)cc1)NCCc1ccc(Cl)cc1 | 3% | -4 | -1% | 40%[activator] | -9% | 50% | -11% | -3% | -6%
CCCCN(C(=S)SC)C1CCS(=O)(=O)C1 (stereo not drawn) | -14% | -3 | 1% | 8% | -3% | ? | -6% | -1% | 3%
O=C(Nc1ccc(Cl)cc1)C1CC(=O)n2c(nc3ccccc32)N1 (stereo not drawn) | 6% | 3 | 1% | 14% | 3% | 6% | -3% | -1% | 2%
COc1ccc(OC)c(-n2nnnc2SCC(=O)Nc2ccccc2OC)c1 | -22% | -12 | -30% | -1% | -3% | 7%[0.501 µM] | -14% | -7% | -3%
O=C(NC1CCCC1)c1cccc2c1C(=O)c1ccc(Cl)cc1S2(=O)=O | -20% | 2 | 5% | 15% | -1% | 7%[0.501 µM] | -18% | 2% | 4%
CN(Cc1cc(Cl)cc(Cl)c1)[C@H]1C[C@H]2c3[nH]c4ccccc4c3CCN2C(=O)[C@H]1CO | . | -2 | . | . | i | . | -7% | . | 6%
CCOC(=O)N/N=C\C=C\c1ccc2c(c1)OCO2 | -5% | -2 | 0% | 44%[activator] | -3% | 19%[59 µM] | -7% | 1% | -5%
CC1COC(=O)C(NNc2ccc(Cl)c(Cl)c2)=N1 (stereo not drawn) | -11% | 3 | -15% | 30% | 1% | -44% | -9% | -2% | -3%
COc1ccc(OC)c(N(C(=O)c2ccco2)C(C(=O)NC2CCCC2)c2ccc(N3CCOCC3)cc2)c1 (stereo not drawn) | 4% | -2 | 6% | 35% | 5% | 17%[59 µM] | -20% | 2% | -7%
COc1ccc(-c2cc(C(=O)N3CCN(Cc4ccccc4)CC3)no2)cc1OC | -30% | 11 | -35% | 0% | i | ? | 0% | 0% | 1%
CC1(C)C2CCC1(C(=O)O)c1nc3ccccc3nc12 (stereo not drawn) | -12% | 2 | -29% | 27% | 0% | ? | -11% | -4% | -6%
Cn1nc(C(C)(C)C)cc1C(=O)NNC(=O)c1ccccc1Cl | -5% | 0 | ? | 47%[activator] | -4% | 12% | -4% | -2% | -6%
O=[N+]([O-])c1ccc(SCc2ccncc2)nc1 | -15% | 3 | -12% | 22% | -3% | ? | -3% | 0% | -5%
CC1(C)CC(NC(=O)COc2ccc([N+](=O)[O-])cc2)CC(C)(C)N1 | -17% | 4 | -11% | 35% | -8% | -30% | -20% | -1% | 3%
O=C(Nc1ccc(Cl)c(C(F)(F)F)c1)C1CCCN(S(=O)(=O)c2cnc[nH]2)C1 (stereo not drawn) | -8% | 3 | 0% | 26% | 4% | . | -26% | 0% | 2%
Cc1cc(C)c(NC(=O)Cn2nnc(C(=O)NCc3ccc4c(c3)OCO4)c2N)c(C)c1 | 56µM* | -5 | -16% | 15% | -2% | 17%[59 µM] | -1% | 8% | -14%
CCOc1ccccc1OCCCOc1ccc([N+](=O)[O-])cc1Cl | 10% | -20 | -4% | 74%[activator] | -9% | 33%[59 µM] | -10% | 0% | -11%
CCC(=O)N1CCc2cc(Br)cc(S(=O)(=O)N3CCN(c4ccccc4OC)CC3)c21 | 4% | 0 | 1% | 40%[activator] | -1% | 11%[59 µM] | -15% | -8% | 4%
COc1ccccc1CN(C)c1ccc(S(=O)(=O)N2CCN(C)CC2)cn1 | -5% | 0 | 1% | 36%[activator] | i | 1%[12.7 µM] | -16% | -5% | -7%
CCCOC(=O)c1ccc(Oc2c(-c3ccc(OC)cc3O)n[nH]c2C)cc1 | -21% | -11 | -16% | 29% | 7% | 24%[12.7 µM] | -17% | 2% | -4%
CCOC(=O)C1=C(C)NC(=S)NC1c1ccc(C)s1 (stereo not drawn) | -24% | 4 | -10% | 31% | -2% | -28%[12.7 µM] | -20% | 5% | 0%
COc1cc(OC)c2c(c1C(CCN1CCOCC1)c1ccc(N(C)C)cc1)OC(=O)CC2c1ccc(N(C)C)cc1 (stereo not drawn) | 6.3µM* | 0 | 10µM* | 14µM* | 6% | -168%[59 µM] | -16% | ? | 32%
COc1ccc(NC(=O)c2cc(-c3ccco3)nc3ccccc23)cc1S(=O)(=O)N1CCOCC1 | ? | -28 | 45µM* | ? | -8% | . | 16µM* | -19% | ?
CN(Cc1ccccc1)C(=O)CCS(=O)(=O)c1cc(Br)cc2c1N(C(=O)C1CC1)CC2 | -18% | 0 | -8% | 4% | -6% | -28%[59 µM] | -6% | -5% | -12%
Cc1ccc(CSc2nc3ccccc3cc2C=O)cc1 | 13% | 15 | 24% | 63%[activator] | -3% | 38%[12.7 µM] | -23% | -2% | 3%
CC(C)Cc1ccc(S(=O)(=O)N2CCN(Cc3noc(CCC(=O)N4CCCCC4)n3)CC2)cc1 | -10% | -3 | -25% | 37% | -3% | ? | -19% | -1% | 2%
CCc1nc(SCc2ccccc2C)n[nH]1 | -7% | -2 | 14% | 21% | -6% | . | 7% | 3% | 1%
Cc1nn2cc(-c3ccc(-c4ccccc4)cc3)nc2s1 | -12% | 0 | 10% | 11% | -3% | -2% | -1% | 0% | 4%
CN1C(=O)/C(=N\OC(=O)c2ccccc2Cl)c2ccccc21 | -9% | 7 | ? | 49%[activator] | 9% | ? | -9% | 4% | 24%
COC(=O)c1cc2c(cc1NC(=O)c1c(C)nn(-c3ccc(C)cc3)c1-n1cccc1)OCO2 | -4% | -4 | -11% | 23% | i | -21%[59 µM] | 17% | ? | 2%
Cc1nc(-c2ccc(C(=O)Nc3cccc(F)c3)cc2)cs1 | -10% | ? | -1% | 31% | -19% | . | -3% | 0% | -3%
COc1ccc(CNC(=S)NCc2ccc(OC(C)C)cc2)cc1 | -12% | 6 | 1% | 13% | -2% | 5%[59 µM] | -22% | -4% | 4%
Cc1ccc(NC(=O)/C=C/c2cccc([N+](=O)[O-])c2)nc1 | -3% | -21 | -7% | 35% | -4% | 0% | -24% | 7% | 14%

In the list so far, these contain a COOH group:
SMILES | JMJD2A Tudor | PI4K2A inh | BAZ2B block | HP1b chromo inh | Tb PGK inh | G9a inh | POLH inh | Pin1 inh | GLS inh
COc1ccc(/C=C2\CCc3c2nc2ccccc2c3C(=O)O)cc1OC | -5% | -12 | -2% | 46%[activator] | -13% | ? | 20µM* | ? | 11µM*
O=C(O)c1ccc(S(=O)(=O)N[C@H](Cc2ccc([N+](=O)[O-])cc2)C(=O)O)cc1 | ? | . | -37% | . | . | -24%[12.7 µM] | . | -9% | .
CC1(C)C2CCC1(C(=O)O)c1nc3ccccc3nc12 (stereo not drawn) | -12% | 2 | -29% | 27% | 0% | ? | -11% | -4% | -6%

A portion of the library; rates above refer to the full screens.
